Phagocyt inh: inhibitors of macrophage phagocytosis, primary screen, imaging, J774A.1 cells, IgG beads. J774A.1 macrophage IgG-bead phagocytosis. inhibition, % at 5 µM. actives 0.07% (n = 110,000). AID 1029, 2008;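 active = inhibition above the mean of the plate negative controls plus 5 SD, cut at about 13% in these data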;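 note: phagocytic index as fraction of beads internalized from green versus red external bead signal; plate controls were DMSO negative control for no effect and cytochalasin-D positive control for full effect; some results beyond the cut were filed as inactive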
HCT116 bCat-KO: primary screen for growth suppressors in beta-catenin knockout HCT116 cells (colon tumor, human); HCT116 beta-catenin knockout viability, CellTiter-Glo, 60 h; hits give low values; viability, % at 10 µM; actives 1.5% (n = 140,000); AID 818, 2007;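 active = viability at or under a set limit, the compound median less 4 SD, cut at about 6% in these data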;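 note: 0% = Hyamine 1622 control at 20 µM and 100% = untreated cell control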
Measles CPE: compounds protecting cells from measles virus cytopathic effect, primary screen, measles RdRp inhibitor project, single point, MLSMR library, absorbance | AID 841, 2007 | actives 1.5% (n = 140,000) | protection (pct of control), % at 4 µM | Measles virus-infected cells, CPE protection; in the data active = protection mostly above about 24%, no sharp cut-off; inactive = mostly below about 26%; note: some compounds called inactive have numbers as strong as hits
BB579 growth dn: growth inhibitors of yeast BB579 in restrictive medium, primary screen, yeast lifespan-shortening project, S. cerevisiae | OD615, 48 h | actives 0.51% (n = 140,000) | inhibition, % at 10 µM;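 active = inhibition above a set limit, 3 SD over the mean compound inhibition, cut at about 44% in these data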; note: inactives centre near -24
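controls = amphotericin B 10 µg/mL, positive | assay system = DeaD yeast strain BB579 | schedule = 48 h compound exposure at 30 °C after 4 h preincubation | detection = OD615 turbidity measurement | medium = restrictive CSMM-D medium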
GALR2 antag: GALR2 antagonists in receptor-expressing cells, primary screen | actives 0.39% (n = 140,000) | inhibition, % at 4 µM | AID 828, 2007 | Galanin receptor type 2 (Homo sapiens), O43603 | antagonist mode; in the data active = inhibition above about 27%;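 note: cells stimulated with galanin 1-16 at roughly its EC80; 0% = agonist challenge control and 100% = basal control without agonist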
Target sequence (O43603 whole entry, looked up): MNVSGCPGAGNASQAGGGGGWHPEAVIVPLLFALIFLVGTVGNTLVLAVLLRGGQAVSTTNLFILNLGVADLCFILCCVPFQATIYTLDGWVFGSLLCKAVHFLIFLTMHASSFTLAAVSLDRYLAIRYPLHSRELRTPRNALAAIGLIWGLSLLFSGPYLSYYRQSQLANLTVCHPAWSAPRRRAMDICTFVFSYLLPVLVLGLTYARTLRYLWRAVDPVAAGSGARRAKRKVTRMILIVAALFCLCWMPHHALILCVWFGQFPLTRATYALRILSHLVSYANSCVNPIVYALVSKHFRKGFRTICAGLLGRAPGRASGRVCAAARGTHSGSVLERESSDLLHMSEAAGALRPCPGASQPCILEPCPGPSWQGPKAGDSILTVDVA
HCT116 PTEN-null: growth suppression of PTEN-null HCT116, primary screen, cell-based, CellTiter-Glo; actives 1.2% (n = 140,000); HCT116 PTEN-null viability, 60 h; hits give low values; viability, % at 10 µM;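 active = viability at or below a set limit, 4 SD under the median of all tested compounds, cut at about 3.7% in these data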;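 note: PTEN knockout HCT116 line with beta catenin targeted HCT116 as companion control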
Yeast life ext: compounds extending yeast replicative lifespan, primary screen, S. cerevisiae, OD615; S. cerevisiae growth with nicotinamide; deaD strain in restrictive glucose medium; inhibition of the nicotinamide effect, % at 10 µM; actives 0.68% (n = 130,000);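 active = inhibition above a set limit, placed 3 SD over the median of all compounds, cut at about 26% in these data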;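 note: 0% = nicotinamide-treated wells and 100% = cells grown without nicotinamide; some compounds called inactive have numbers as strong as hits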
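Test system: DeaD-strain S. cerevisiae / Buffer or medium: restrictive glucose medium / Also added: nicotinamide 1.5 mM / Doses: one concentration, 10 µM, DMSO 0.25% / Schedule: 48 h at 30 °C / Signal: OD615 measurement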
NPY Y2 blocker: NPY-Y2 receptor antagonists, primary screen, cell-based | Neuropeptide Y receptor type 2 (Homo sapiens), P49146 | NPY-Y2 expressing cells, antagonist mode | inhibition, % at 2.7 µM | actives 0.99% (n = 140,000) | AID 793, 2007; in the data active = inhibition above about 17%;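 note: 0% = vehicle with agonist challenge and 100% = reference antagonist with challenge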
Target sequence (P49146 whole entry, looked up): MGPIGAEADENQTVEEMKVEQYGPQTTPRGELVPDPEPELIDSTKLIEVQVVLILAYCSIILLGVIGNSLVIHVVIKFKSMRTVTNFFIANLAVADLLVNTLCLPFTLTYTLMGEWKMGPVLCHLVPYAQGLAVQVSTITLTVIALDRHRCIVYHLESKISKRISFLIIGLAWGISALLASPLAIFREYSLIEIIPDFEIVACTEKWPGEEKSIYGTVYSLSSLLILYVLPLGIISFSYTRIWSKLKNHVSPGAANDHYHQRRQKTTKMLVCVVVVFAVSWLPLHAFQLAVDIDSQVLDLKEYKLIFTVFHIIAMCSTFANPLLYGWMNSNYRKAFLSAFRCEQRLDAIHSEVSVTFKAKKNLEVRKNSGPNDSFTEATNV
E-sel TNF inh: E-selectin induction blockers in HUVEC – imaging, immunofluorescence, high content, primary screen | HUVEC TNFa-induced E-selectin immunofluorescence | inhibition, % at 2 µM | actives 0.71% (n = 120,000) | AID 1246, 2008;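 active = inhibition above the batch mean plus 3 SD, and confirmed as a hit on visual image review, cut at about 43% in these data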;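 note: 0% = TNF-stimulated DMSO wells and 100% = unstimulated control wells; not every result past the cut was called active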
MRP1 act: H69AR viability gain despite doxorubicin, primary screen, MRP-1 activator project, H69AR cells, CellTiter-Glo | viability rescue | viability increase, % at 10 µM | actives 0.61% (n = 140,000) | AID 799, 2007;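 active = viability gain under doxorubicin at or above a set limit, the compound median plus 3 SD, cut at about 4.7% in these data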;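 note: MRP-1 overexpressing cells given doxorubicin 25 µM after compound pretreatment; 18-22 h compound pretreatment then 72 h with doxorubicin before readout; 0% = doxorubicin-only wells and 100% = vehicle-treated cells without doxorubicin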
* = called active by the depositor; . = no result given.

Values run as follows: Phagocyt inh | HCT116 bCat-KO | Measles CPE | BB579 growth dn | GALR2 antag | HCT116 PTEN-null | Yeast life ext | NPY Y2 blocker | E-sel TNF inh | MRP1 act
[1] COc1cc(C(=O)N/N=C/c2cc([N+](=O)[O-])cs2)cc(OC)c1OC
 : 4 | 14 | 3 | 2 | 21 | 15 | -3 | 1 | 5 | -3.0
[2] COc1ccc(NC(=O)CSc2nnc(Cn3cnc4ccccc43)n2C)cc1
 : . | 83 | 17 | 6 | -3 | 92 | . | 2 | -27 | -3.5
[3] CCOC(=O)C1=C(O)C(=O)N(c2ccc(S(N)(=O)=O)cc2)C1c1ccc(OC)cc1 (centres undefined)
 : 2 | 86 | 8 | -21 | 1 | 93 | -13 | 1 | -4 | -1.9
[4] NS(=O)(=O)c1ccc(NC(=S)NC(=O)c2ccc(-c3ccccc3)cc2)cc1
 : -11 | 44 | . | -21 | -2 | 50 | 0 | 3 | . | -1.9
[5] COc1cccc(CNCc2ccc(SC)cc2)c1OC
 : . | 98 | 13 | -77 | -2 | 90 | 3 | 8 | -31 | -0.9
[6] Cc1[nH]c(=O)[nH]c(=O)c1S(=O)(=O)NCC12CC3CC(CC(C3)C1)C2
 : 2 | 97 | 25 | -52 | 16 | 103 | 7 | 1 | -3 | 0.1
[7] COc1cccc(-c2cc(C(=O)N3CCCCC3C)no2)c1 (centres undefined)
 : . | 67 | 2 | -38 | -7 | 75 | -23 | 6 | -1 | -0.3
[8] CC1CN=C2C(C(=O)Nc3ccccc3)=C(O)CC(c3ccccc3)N21 (centres undefined)
 : -2 | 75 | 18 | -8 | -5 | 69 | 1 | 2 | . | -3.8
[9] Fc1ccccc1C(c1nnnn1Cc1ccc2c(c1)OCO2)N1CCN(Cc2ccco2)CC1 (centres undefined)
 : 0 | 92 | 10 | -11 | 2 | 101 | 7 | 3 | 6 | -0.9
[10] CCc1ccc(-c2cc(C(=O)Nn3cnnc3)c3ccccc3n2)cc1
 : -1 | 72 | 4 | -31 | -3 | 70 | -5 | 3 | -6 | -2.4
[11] COc1ccc(N(CC(=O)N2CCc3ccccc32)S(=O)(=O)c2c(C)n[nH]c2C)cc1
 : 0 | 76 | 5 | -26 | -3 | 76 | -5 | 0 | 4 | -4.0
[12] Cc1sc2c(c1C)c(=O)n(-c1ccc(Cl)cc1)c(=O)n2Cc1cc(=O)n2ccccc2n1
 : -10 | 97 | 5 | -21 | -19 | 100 | 0 | 1 | 11 | 2.2
[13] O=C(Nc1ccc2c(c1)CCC2)c1ccccc1F
 : -11 | 79 | 7 | 1 | 9 | 84 | -8 | 0 | . | -0.9
[14] Cc1ccc2nc(Nc3ccccc3O)nc(-c3ccccc3)c2c1
 : . | 97 | 13 | 8 | -1 | 92 | -13 | 1 | -25 | 1.3
[15] CCOc1cc(CNc2ccc(OC)cc2)cc(Br)c1OCC(=O)NC(C)(C)C
 : . | 21 | 5 | -14 | -11 | 31 | -23 | 1 | -23 | -3.7
[16] Nc1ccccc1NC(=O)c1ccccc1N
 : 0 | 82 | 18 | -21 | -4 | 85 | -14 | 0 | . | -3.0
[17] C=CCNCCOc1ccccc1-c1ccccc1
 : -5 | 84 | 4 | -12 | 18 | 88 | 0 | 15 | 9 | -2.8
[18] O=C(O)CSc1nnc(CNc2cccc(C(F)(F)F)c2)n1Cc1ccco1
 : 0 | 103 | 3 | -14 | -7 | 93 | -8 | 2 | -18 | -0.8
[19] CCOc1ccccc1Nc1ncccc1C(=O)N1CCCC1
 : 2 | 86 | 4 | -14 | 13 | 84 | -18 | 6 | . | -2.8
[20] Cc1c(NC(=O)C2(c3ccccc3)CCOCC2)c(=O)n(-c2ccccc2)n1C
 : 0 | 108 | 9 | -67 | 18 | 113 | 2 | -1 | -37 | -0.5
[21] O=C(CSc1nnc(-c2cccc(S(=O)(=O)N3CCCCC3)c2)o1)c1ccc[nH]1
 : -1 | 90 | 12 | -37 | -6 | 73 | -12 | -1 | -7 | -1.2
[22] c1ccc(-c2noc(-c3cccc4ccccc34)n2)nc1
 : 1 | 73 | 11 | -18 | 19 | 77 | -16 | 5 | 17 | -4.4
[23] CCOc1ccc(N=C2NC(=O)S/C2=C\c2ccc(N(C)C)cc2)cc1
 : -2 | 13 | 29 | -49 | 18 | 12 | -8 | 6 | -57 | -4.9
[24] CC(C)CN(C(=O)CN1CCOCC1)c1c(N)n(CC(C)C)c(=O)[nH]c1=O
 : 10 | 97 | 7 | -17 | -12 | 92 | 8 | 2 | . | -0.6
[25] Cn1c(N)c(C(=O)COC(=O)CN2C(=O)c3ccccc3C2=O)c(=O)n(C)c1=O
 : -1 | 94 | 7 | -4 | 0 | 96 | -2 | 0 | 68* | 0.5
[26] COc1ccc(Cc2nnc(Nc3ccc(C)cc3C)[nH]c2=O)cc1
 : 2 | 102 | 1 | -32 | 4 | 94 | -7 | 6 | -8 | -1.2
[27] O=C(NCc1cc(C(F)(F)F)cc(C(F)(F)F)c1)C1CC(c2c(Cl)cccc2Cl)=NO1 (centres undefined)
 : 2 | 78 | 5 | -46 | 2 | 68 | -6 | 7 | -5 | -2.4
[28] CN1CCN(C(=O)c2ccc(CN3CCOCC3)cc2)CC1
 : 3 | 99 | 14 | -52 | 4 | 114 | -7 | 3 | -11 | 0.6
[29] CC(C)C(=O)NC(NC(=S)Nc1cccc2cccnc12)C(Cl)(Cl)Cl (centres undefined)
 : . | 75 | 4 | -25 | -9 | 74 | -19 | 2 | -7 | 0.7
[30] Cn1c(=O)c2c(SCc3cccc(C(F)(F)F)c3)nc(-c3ccco3)nc2n(C)c1=O
 : 0 | 20 | 42 | -20 | 8 | 14 | -1 | -3 | . | -5.9
[31] O=C(Nc1ccccn1)NC12CC3CC(CC(C3)C1)C2
 : -1 | 90 | 6 | -51 | 0 | 88 | -17 | -1 | 7 | -1.7
[32] CCOC(=O)c1c(C)nc2c(c1-c1cc(OC)c(OC)c(OC)c1)C(=O)c1ccccc1-2
 : . | 75 | 29 | -36 | 1 | 71 | 3 | 3 | -9 | -3.8
[33] Cc1nn(-c2ncc(C(F)(F)F)cc2Cl)c(=O)n1-c1ccccc1Cl
 : -1 | 99 | 15 | -67 | -4 | 95 | -10 | 3 | 4 | 0.1
[34] N=c1n(-c2ccccc2)c(O)cc(=O)n1-c1ccccc1
 : . | 108 | 3 | -51 | 2 | 95 | -14 | 4 | -42 | -0.5
[35] COc1ccc(S(=O)(=O)Nc2ccccc2OC)cc1NC(=O)Cc1cccs1
 : -8 | 94 | 20 | -22 | -15 | 84 | -2 | 2 | . | -1.3
[36] CCCCN(CCCC)S(=O)(=O)c1ccc(OC)c2ncccc12
 : -3 | 57 | 38 | -30 | -8 | 58 | 4 | 7 | . | -5.3
[37] Cc1cc2c(n1-c1ccc(Br)cc1)CC(C)(C)CC2=O
 : 0 | 80 | 8 | -16 | -9 | 82 | 7 | 2 | 4 | -3.2
[38] N#CC1=C(Nc2ccccc2)SC=C(c2ccc(Cl)c(Cl)c2)N=C1N1CCOCC1
 : . | 63 | 5 | -59 | 6 | 52 | -1 | 9 | . | -2.1
[39] O=C1CC(c2ccccc2)n2nc(NC(=O)c3ccccn3)nc2N1 (centres undefined)
 : 0 | 85 | 7 | -46 | 6 | 80 | -7 | 3 | -11 | -4.8
[40] CCOc1ccc(-n2c(Cc3cc(=O)[nH]c(=O)[nH]3)nnc2SCC)cc1
 : -4 | 91 | 5 | -13 | -1 | 101 | -12 | 0 | -25 | -1.1
[41] COc1ccccc1Oc1ccc(N/C=C2/CCCC2=O)cc1
 : 3 | 87 | 25 | -31 | 0 | 94 | -4 | 3 | . | 1.7
[42] Cc1cc2ccccc2n1CCNC(=O)c1cccs1
 : -2 | 91 | 14 | 3 | 3 | 90 | -8 | -1 | . | -3.3
[43] Cc1cc(Cl)ccc1OCC(=O)NCCCN1CCOCC1
 : 0 | 104 | 10 | -26 | 7 | 113 | -6 | 3 | . | -0.8
[44] O=C(Nc1ccccc1F)c1ccc(Br)o1
 : . | 98 | 3 | -46 | 13 | 99 | -6 | 0 | . | -0.6
[45] CC1CCN(S(=O)(=O)c2cccc(C(=O)Oc3ccc([N+](=O)[O-])cc3)c2)CC1
 : -9 | 102 | 14 | -21 | 7 | 102 | 18 | 3 | . | -2.0
[46] CCCCN1C(=O)NC(NS(=O)(=O)c2ccc(N)cc2)(C(F)(F)F)C1=O (centres undefined)
 : -2 | 97 | 7 | -37 | -2 | 101 | -2 | 6 | 12 | 0.1
[47] Cc1cccc(NC(=O)CC2c3ccccc3Oc3ccccc32)c1
 : -11 | 69 | 4 | -8 | -4 | 71 | 5 | 6 | 14 | -1.9
[48] C=CCc1cccc2cc(C(=O)O)c(=O)oc12
 : 0 | 100 | 1 | 18 | 9 | 95 | -12 | 2 | 6 | -0.7
[49] O=C(O)CSc1nc(C(F)(F)F)cc(=O)n1-c1ccccc1
 : . | 86 | 49* | -10 | 7 | 90 | -9 | 0 | -12 | -0.1
[50] CCOC(=O)N1CCN(C(=O)CSCC(=O)Nc2nc(-c3cccs3)cs2)CC1
 : . | 73 | 10 | -51 | 6 | 74 | . | 9 | -23 | -4.7

Later entries.
Values run as follows: Phagocyt inh | HCT116 bCat-KO | Measles CPE | BB579 growth dn | GALR2 antag | HCT116 PTEN-null | Yeast life ext | NPY Y2 blocker | E-sel TNF inh | MRP1 act
[51] O=C(Nc1cccc(F)c1)NC1CCCCC1
 : -1 | 80 | 21 | -19 | -1 | 85 | -10 | -2 | -42 | -2.9
[52] CC(=O)N=c1ncn(CC(COC(C)=O)OC(C)=O)c2nc[nH]c12 (centres undefined)
 : 0 | 89 | 10 | -4 | 4 | 96 | -9 | 1 | -10 | -1.1
[53] CN(CCNC(=O)CCNC(=O)Cn1ccc2ccccc2c1=O)Cc1ccccc1
 : 0 | 83 | 4 | -17 | 10 | 93 | -3 | 0 | . | -2.0
[54] O=C(CSc1nnc(-c2ccccc2)o1)N1CCc2ccccc2C1
 : 0 | 95 | 17 | -28 | 6 | 99 | -11 | 15 | 11 | -2.1
[55] CC(NC(=O)C(=O)NN=C1CCCCCC1)c1ccccc1 (centres undefined)
 : . | 94 | 8 | -36 | -12 | 104 | -8 | 0 | -31 | 0.0
[56] CCOC(=O)c1c(NC(=O)CSc2nnnn2C)sc(C)c1-c1ccc(C)cc1
 : 0 | 20 | 6 | -60 | 0 | 20 | -6 | 6 | -41 | -1.4
[57] COc1cccc(NCc2cc3c(C(C)(C)C)nn(-c4ccccc4)c3[nH]c2=O)c1
 : 1 | 109 | 6 | -46 | -17 | 98 | -13 | -1 | . | -0.5

Assay outcomes deposited in PubChem by several laboratories.
